# From PubChem BioAssay
# HP1b chromo inh: inhibitors of HP1-beta chromodomain binding to methylated histone tails | P83916 | AlphaScreen HP1-beta / biotin-H3K9me3 peptide binding | Potency, µM (highest dose often 114 µM), for inactives: at the top dose activity change, negative = inhibition, usual class: inhibitors | hit rate 0.56% among 390,000; further: potency means the concentration at half of the fitted maximal effect; nearly all actives have a fitted effect of over 70% in size; inactives centre near 23
#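 HP1-beta protein (50 nM final) preincubated 30 min at room temperature with biotinylated H3(1-18)K9me3 peptide (50 nM) in PBS pH 7.4, 0.01% Tween-20, then compound added for 30 min. AlphaScreen streptavidin donor/nickel chelate acceptor beads (10 ug/mL final), 30 min dark, luminescence read.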
# GLS inhibitor: inhibitors of human glutaminase (GLS); O94925; GLS enzymatic activity, qHTS titration; Potency, µM (highest dose often 45.5 µM), inactives show at the highest dose activity change, negative = inhibition, hits mostly inhibitors; hit rate 0.21% among 410,000; AID 624170; further: potency means the concentration at half of the fitted maximal effect; on the % scale 0 is the no-effect control and ±100 the full control effect
#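 Compounds were pin-transferred onto hKGA, after which L-glutamine (1 mM solution) and a detection mix of glutamate oxidase, HRP and Amplex Red were added. Initial and 30 min RT fluorescence reads were collected.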
# G9a block: G9a (human) methyltransferase inhibition | G9a H3K9 monomethylation, AlphaScreen, 2 h | hit rate 8.8% among 350,000 | Potency, µM (series often up to 102 µM), for inactives: at the highest dose activity, negative = inhibition, usual class: inhibitors | Q96KQ7 | AID 504332; further: potency means the concentration at half of the fitted maximal effect; on the % scale 0 is the no-effect control and ±100 the full control effect; nearly all actives have a fitted effect of over 75% in size
# Target sequence (Q96KQ7 913-1193 limits assumed): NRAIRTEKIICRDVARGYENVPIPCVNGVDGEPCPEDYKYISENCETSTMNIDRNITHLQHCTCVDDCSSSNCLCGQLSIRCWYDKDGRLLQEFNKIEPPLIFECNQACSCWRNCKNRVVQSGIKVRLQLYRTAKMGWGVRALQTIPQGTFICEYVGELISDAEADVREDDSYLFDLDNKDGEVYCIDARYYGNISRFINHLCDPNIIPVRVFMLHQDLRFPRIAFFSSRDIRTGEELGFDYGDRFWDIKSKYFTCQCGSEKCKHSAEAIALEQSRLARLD
#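 Chemiluminescent proximity detection of H3K9 monomethylation, read after 10 min bead incubation in the dark. Reaction: 20 nM G9a, 500 nM biotin-H3K9 peptide, 20 uM SAM cofactor, 2 h, room temperature, following 15 min enzyme-compound preincubation.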
# POLH inh: DNA polymerase eta (human) inhibition. Q9Y253. recombinant Pol eta, fluorescent DNA replication assay. Potency, µM (series often up to 114 µM), for inactives: top-dose activity change, negative = inhibition, hits mostly inhibitors. hit rate 1.2% among 390,000; further: potency means the concentration at half of the fitted maximal effect; on the % scale 0 is the no-effect control and ±100 the full control effect
# Target sequence (Q9Y253 whole entry, looked up): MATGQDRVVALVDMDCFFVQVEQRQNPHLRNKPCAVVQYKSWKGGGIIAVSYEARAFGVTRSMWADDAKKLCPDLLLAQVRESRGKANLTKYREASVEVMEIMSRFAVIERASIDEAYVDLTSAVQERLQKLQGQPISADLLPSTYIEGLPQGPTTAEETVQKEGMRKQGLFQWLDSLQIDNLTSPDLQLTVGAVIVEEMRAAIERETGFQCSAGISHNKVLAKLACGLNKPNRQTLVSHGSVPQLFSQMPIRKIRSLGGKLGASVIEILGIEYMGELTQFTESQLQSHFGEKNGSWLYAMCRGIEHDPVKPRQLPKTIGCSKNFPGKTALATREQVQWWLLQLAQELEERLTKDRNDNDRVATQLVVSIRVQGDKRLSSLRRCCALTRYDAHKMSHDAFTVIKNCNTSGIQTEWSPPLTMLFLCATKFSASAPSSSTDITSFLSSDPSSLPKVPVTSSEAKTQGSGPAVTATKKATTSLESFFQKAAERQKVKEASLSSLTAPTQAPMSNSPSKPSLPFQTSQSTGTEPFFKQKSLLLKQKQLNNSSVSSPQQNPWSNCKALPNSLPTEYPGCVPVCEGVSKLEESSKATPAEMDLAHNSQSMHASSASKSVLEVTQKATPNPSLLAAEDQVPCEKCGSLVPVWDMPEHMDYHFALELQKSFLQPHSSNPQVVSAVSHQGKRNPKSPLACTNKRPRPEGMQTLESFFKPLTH
#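 Pol eta (10 nM) was preincubated with compounds for 15 min at room temperature, after which fluorescent replication substrate (50 nM final) was added to start the reaction. Fluorescence was read kinetically at 0 and 10 min.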
# PI4K2A block: blocks human PI4K2A kinase activity | AID 1346378 | purified PI4K2A, ADP-Glo luminescence, 1 h; active compounds read low | Q9BTU6 | activity change, negative = inhibition, % at 76.9 µM | hit rate 0.13% among 420,000; in the data active means activity change below about -50%; inconclusive means mostly about -30% to -49%;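 further: -100% = wells without enzyme as full effect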
#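 In this quantitative HTS, ADP production by PI4K2A was quantified luminescently after 1 h at ambient temperature; 100 microM adenosine served as plate-quality control.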
# Pin1 inhibitor: blocks the human prolyl isomerase Pin1. Q13526. Pin1 FP peptide displacement, HiFluor488, 10 min. Potency, µM (titrated, usually from 115 µM), for inactives: top-dose activity, negative = inhibition, hits mostly inhibitors. hit rate 0.009% among 390,000. AID 504891; active means well fitted inhibition curve with a large enough effect in the polarisation, with a control signal flat, not every such curve was filed as active; inconclusive means small, poorly fitted or top-dose-only effect, or effect the other way, or a change in a side signal; inactive means no such curve, though single readings can be large or run the other way; the % refers to the polarisation; further: potency means the concentration at half of the fitted maximal effect; on the % scale 0 is the no-effect control and ±100 the full control effect
# BAZ2B block: BAZ2B (human) inhibition | Potency, µM (titrated, usually from 114 µM), for inactives: at the highest dose activity change, negative = inhibition, usual class: inhibitors | AlphaScreen BAZ2B-H3K14Ac peptide displacement | AID 504333 | Q9UIF8 | hit rate 4.4% among 360,000; further: potency means the concentration at half of the fitted maximal effect; on the % scale 0 is the no-effect control and ±100 the full control effect; nearly all actives have a fitted effect of over 60% in size
#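 BAZ2B (50 nM) with biotin-H3(5-23)K14Ac peptide (50 nM) in PBS pH 7.4, 0.01% Tween-20, preformed 30 min, then compound 30 min at room temperature; top concentration 110uM. AlphaScreen streptavidin donor/nickel chelate acceptor beads (10 ug/mL final), 20 min dark, signal read.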
# JMJD2A Tudor: blocks the human JMJD2A Tudor domain | O75164 | AlphaScreen JMJD2A-Tudor / H3K4me3 peptide binding | Potency, µM (titrated, usually from 114 µM), without a hit: at the top dose activity change, negative = inhibition, hits mostly inhibitors | hit rate 4.4% among 390,000; further: potency means the concentration at half of the fitted maximal effect; on the % scale 0 is the no-effect control and ±100 the full control effect; nearly all actives have a fitted effect of over 50% in size
# PGK inhibitor: T. brucei PGK inhibition; PGK/GAPDH coupled, Kinase-Glo luminescence, 60 min; hit rate 0.043% among 380,000; P07378; Potency, µM (titrated, usually from 57.5 µM), inactives show top-dose activity change, negative = inhibition, most hits filed as inhibitors; AID 602233; further: potency means the concentration at half of the fitted maximal effect; on the % scale 0 is the no-effect control and ±100 the full control effect; nearly all actives have a fitted effect of over 60% in size
#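 Luminescent ATP detection (Kinase-Glo Plus) follows a 60-minute room-temperature incubation, with wells lacking PGK as controls. Buffer: 100 mM TEA (pH 7.6), 5 mM MgCl2, 0.01% Tween-20. Coupling enzyme GAPDH (100 nM final) supplies unstable 1,3-BPG in-well.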
# Numbers without * were called inactive; i = inactive; ? = inconclusive; / = no result given; & = joins results of further samples; [ ] = another dose, or the depositor's remark. Unless noted, the call rests on the fitted dose curve; in most records, active means well fitted curve in the direction sought with a large enough effect; inconclusive means small, poorly fitted or top-dose-only effect, or another doubt; inactive means no such curve, though single readings can be large; an effect the other way counts as inactive or inconclusive. Not all compounds are listed. The share of hits here may be higher or lower than overall.
SMILES,HP1b chromo inh,GLS inhibitor,G9a block,POLH inh,PI4K2A block,Pin1 inhibitor,BAZ2B block,JMJD2A Tudor,PGK inhibitor
COc1cccc(C2/C(=C(/O)c3ccc(F)cc3)C(=O)C(=O)N2CCN(C)C)c1 (stereo not given),32%[activator],8%,0%[59 µM],-3%,0,-1%,17%,-9%,/
COc1ccc(/C=N/NC(=O)CN2CCCc3ccccc32)c(OC)c1,?,3%,?,-22%,3,1%,50µM*,50µM*,i
Cc1cc(C(=O)NNc2ccc(Cl)cc2)no1,57%[activator],12%,/,-16%,10,2%,-5%,-5%,8%
O=C(CSc1nnc(-c2ccc3c(c2)OCO3)o1)Nc1c(F)cccc1F,29%,12%,/,-7%,6,1%,/,-12%,0%
Cc1occc1C(=O)Nc1nnc(C(F)(F)F)s1,19%,6%,-43%[59 µM],-3%,3,0%,-35%,-4%,-6%
COc1ccc(S(=O)(=O)Nc2ccc3oc(C)c(C(C)=O)c3c2)cc1,36%,-3%,-13%[59 µM],-14%,1,7%,0%,-10%,0%
Cn1ncc2c(N)nc(NCCO)nc21,16%,4%,/,6%,7,-1%,/,0%,-1%
O=C(NC(=S)NCc1nc2ccccc2[nH]1)c1ccc(F)cc1,34%,-7%,-30%,-25%,-8,3%,-5%,-17%,0%
COCCn1c(N)c(N(Cc2ccccc2)C(=O)COc2ccc(F)cc2Cl)c(=O)[nH]c1=O,26%,-2%,?,-10%,1,3%,-3%,-2%,-4%
c1csc(-c2noc(CN3CCN4CCCC4C3)n2)c1 (stereo not given),44%[activator],-15%,?,-5%,-1,-4%,2%,-16%,i
O=C(CCC(=O)N(CC(=O)NC1CCCC1)c1ccc(F)cc1)Nc1nccs1,-16%,4%,23%,-6%,6,?,-2%,-14%,1%
COc1ccc(C(=O)Nc2ccc(Nc3ccccc3)cc2)cc1OC,28%,1%,/,6%,0,-4%,9%,-6%,-3%
Cc1cc(C)c(NC(=O)/C=C\C(=O)O)c([N+](=O)[O-])c1,9%,-3%,3.5µM*,2%,-10,-4%,2%,?,1%
Cn1cnc(C(=O)NCc2ccccc2)c1C(=O)NCc1ccccc1,26%,3%,/,-15%,1,?,/,-12%,0%
CC(C)C(NS(=O)(=O)c1cccs1)C(=O)NCCCN1CCCCCC1 (stereo not given),10%,-5%,-2%[2.33 µM],-10%,4,-4%,-4%,-19%,/
COc1ccc(S(=O)(=O)N(C)C[C@H]2Oc3c(NC(=O)Nc4ccccc4)cccc3C(=O)N([C@H](C)CO)C[C@@H]2C)cc1,37%,-4%,/,-12%,7,1%,/,-17%,-11%
COc1ccc(CCNC(=O)C2CCN(C(=O)c3cccs3)CC2)cc1,53%[activator],-1%,9%[59 µM],-12%,0,-4%,-15%,1%,7%
CC(=O)Nc1ccc2c(c1)nc(CCN1CCC(C)CC1)n2C,8%,-3%,-29%,-9%,-4,0%,-21%,-7%,-2%
COC(=O)c1ccc(CNC(=O)c2nc(Cn3nc(C)c(Br)c3C)no2)cc1,40%[activator],-1%,-3%[59 µM],-7%,2,-2%,-20%,-11%,i
COCCCN(Cc1ccco1)C(=O)CSc1nc2ncccc2[nH]1,12%,1%,-15%,-17%,0,-4%,-1%,-16%,-8%
CCN(CC)CCCNC(=O)c1cnc(SC)nc1-c1ccccc1,-2%,1%,-16%[59 µM],-1%,3,-4%,-1%,-11%,-4%
Cc1ccc(CNC(=O)C2CCN(S(=O)(=O)N3CCCC3)CC2)cc1,32%,-3%,-4%,-22%,0,-5%,-13%,4%,-3%
COc1ccc(-c2nnnn2-c2ccccc2OC)cc1,8%,2%,-8%[59 µM],-1%,1,4%,9%,-6%,-4%
COc1cc2c(cc1OC)C(CCc1ccccc1)=NCC2,26%,9%,?,-1%,220,-11%,-16%,-11%,i
COc1cccc(C2c3[nH]c4ccccc4c3C[C@H]3C(=O)N(c4ccccc4C(=O)N4CCC[C@H]4C(=O)O)C(=O)N23)c1 (stereo not given in full),5%,-4%,-3%[12.7 µM],-5%,-5,?,-7%,-31%,-4%
CCOc1ncccc1C(=O)OCC(=O)Nc1ccc(S(=O)(=O)N2CCOCC2)cc1,37%,-2%,-16%,-20%,-1,0%,4%,2%,-4%
Cc1cccc(NC(=O)Nc2ccc(F)cc2)n1,57%&19%[activator],-3%&-1%,9%,-11%&-4%,8&0,-1%&1%,-2%&2%,-20%&-6%,1%&-1%
N#CCC(N)=C(C#N)C#N,18%,35%[activator],?,6%,3,1%,4%,-14%,-4%
CCN(C[C@H]1N[C@@](Cc2ccccc2)(C(=O)OC)[C@H]2C(=O)N(Cc3ccccc3)C(=O)[C@@H]12)C(=O)Nc1ccc(C)cc1,10%,1%,/,-18%,0,9%,/,-21%,0%
COc1ccccc1NC(=O)CSc1nc(=O)n2cc(C)ccc2n1,24%,2%,-27%,-18%,3,-6%,-1%,0%,i
CN(C)CCNC(=O)c1onc(CSc2ccc(F)c(F)c2)c1C(=O)NCCN(C)C,29%,2%,-39%[59 µM],-14%,-3,-2%,-16%,-16%,i
CC(C)(C)n1nc2c(c1NC(=O)Cc1cccc3ccccc13)CS(=O)C2 (stereo not given),42%[activator],-6%,?,-12%,3,-3%,-7%,-10%,-8%
Cc1ccc(N2CCN(S(=O)(=O)c3ccc4c(c3)oc(=O)n4C)CC2C)cc1 (stereo not given),33%,2%,-1%,-11%,-6,-7%,-22%,-14%,-9%
O=c1[nH]c(-c2ccccc2Cl)nc2c1sc(=S)n2-c1ccccc1,15%,20%,-24%,-17%,3,-1%,-16%,-21%,7%
O=C(NCC(=O)N1CCN(c2ccccc2F)CC1)c1ccc(Br)o1,14%,6%,30%[0.501 µM],-8%,4,4%,14%,-2%,0%
O=C(O)c1ccc2[nH]c3c(c2c1)CCCC3,9%,9%,-4%[59 µM],-16%,-7,-7%,-10%,-15%,-11%
O=C(NNC(=O)c1cc2cc3ccccc3nc2s1)c1cccc(C(F)(F)F)c1,10%,7%,-24%,?,-3,27%,-38%,?,-18%
COc1ccccc1NC(=O)C1CCN(C(=O)c2ccco2)CC1,9%,1%,9%,-7%,-1,-4%,-16%,-7%,-5%
CCN1CCN(c2nnc(-c3ccccc3)c3ccccc23)CC1,37%,-2%,?,-19%,3,-4%,2%,-3%,0%
COc1ccc(CC(=O)NNC(=O)COc2ccc(Br)cc2C)cc1OC,29%,-9%,-5%,-7%,2,1%,-5%,-2%,i

# 2 of the compounds above, with two lines to a compound.
# Every second line gives: HP1b chromo inh, GLS inhibitor, G9a block, POLH inh, PI4K2A block, Pin1 inhibitor, BAZ2B block, JMJD2A Tudor, PGK inhibitor
CC(C)(C)n1nc2c(c1NC(=O)Cc1cccc3ccccc13)CS(=O)C2 (stereo not given)
→ 42%[activator], -6%, ?, -12%, 3, -3%, -7%, -10%, -8%
CC(C)C(NS(=O)(=O)c1cccs1)C(=O)NCCCN1CCCCCC1 (stereo not given)
→ 10%, -5%, -2%[2.33 µM], -10%, 4, -4%, -4%, -19%, /

# Later entries
SMILES,HP1b chromo inh,GLS inhibitor,G9a block,POLH inh,PI4K2A block,Pin1 inhibitor,BAZ2B block,JMJD2A Tudor,PGK inhibitor
Cc1nn(-c2ccccc2)c(Oc2ccccc2)c1C=O,92%[activator],-16%,11%[59 µM],-23%,0,-2%,12%,5%,/
O=C(NNc1ccc([N+](=O)[O-])cc1)C1CC1c1ccccc1 (stereo not given),-19%,20%,10µM*,-29%,-4,14%,-38%,-11%,3%
Cc1cc(C#N)c(C)n1-c1cc(C(F)(F)F)ccc1N1CCOCC1,-10%,-3%,?,-17%,9,2%,-38%,-26%,4%
CS/C(N)=N/S(=O)(=O)c1ccc(NC(C)=O)cc1,56%[activator],-4%,34%[12.7 µM],-14%,0,-2%,-19%,-3%,1%
Cc1cc(-c2nnc(SCC(=O)Nc3c(C)cccc3C)n2N)n[nH]1,46%[activator],4%,30%,-16%,2,9%,0%,0%,7%
O=C(CN1CCN(c2ccccc2F)CC1)Nc1nnc(C(F)(F)F)s1,31%,-2%,-36%,-2%,-2,2%,-36%,?,-5%
O=C(NNC(=O)c1ccc(Br)s1)c1csc(N2CCOCC2)n1,48%[activator],5%,?,-17%,-15,16%,?,-4%,i
CCOC(=O)N/N=C/c1ccc(F)cc1,11%,-1%,-17%,-7%,-3,-8%,1%,-2%,5%
COc1ccccc1C(=O)N/C(=C/c1ccc(Br)cc1)C(=O)NCCCn1ccnc1,26%,2%,0%,4%,-4,-1%,-37%,-19%,7%
CCOC(=O)c1c(C)[nH]c(N=Nc2cccc(C)c2)c1C,?,7%,?,-17%,4,?,25µM*,25µM*,/
CCCCn1c(N)c(N(CCOC)C(=O)c2cccc(-n3cnnn3)c2)c(=O)[nH]c1=O,28%,3%,?,-12%,6,-2%,-6%,-4%,i
COc1ccc(-c2nc(CS(=O)CC(=O)NC3CCCC(C)C3C)c(C)o2)cc1OC (stereo not given),27%,-1%,56µM*,3%,-1,-2%,-4%,-5%,-7%
Cc1ccc(CSCCNC(=O)CN2C(=O)c3ccccc3S2(=O)=O)cc1,20%,-2%,-6%[59 µM],11%,-2,1%,13%,-16%,-1%
C=CCC(=O)NC1CC(C)(C)Cc2c1cnn2-c1ccccc1C (stereo not given),34%,-2%,25%,-12%,-2,-1%,8%,-4%,-3%
O=[N+]([O-])c1ccc2nc(SCc3cn4ccccc4n3)[nH]c2c1,18%,2%,10µM*,?,-3,1%,2%,-19%,-3%
COC(=O)CN1C(=O)C2(C(C#N)=C(N)Oc3cc(C)oc(=O)c32)c2ccccc21 (stereo not given),45%[activator],5%,-46%,-2%,-4,-1%,0%,-4%,i
